Screening data from PubChem.
LANA DNA inh = inhibitors of KSHV C-LANA binding to DNA, primary screen, biochemical, fluorescence polarization, FAM-LBS DNA, MBP-C-LANA, single point | AID 504423, 2011 | inhibition, % at 9 µM | 340,000 compounds, 0.078% hits;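 active = highest replicate inhibition at or above 60% at 9 µM, even if other replicates fall short; inactive = all replicates below 60% inhibition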;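 also: 0% = neutral control wells and 100% = 4 µM acridine orange control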
PvdQ acylase = P. aeruginosa PvdQ acylase inhibitors, primary screen, biochemical, fluorescence, plate reader and imaging, single point; PvdQ acylase [Pseudomonas aeruginosa LESB58]; purified PvdQ acylase; AID 488965, 2010; 340,000 compounds, 0.063% hits; inhibition, % at 10 µM; in the data active = inhibition above about 30%, passing the limit was not always enough;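 also: 0% = vehicle neutral wells and 100% = reference inhibitor wells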
PKA-R2B act = activators of PKA-R2B holoenzyme, primary screen, biochemical, fluorescence polarization, Cy5-IP20, human | activation, % at 11.4 µM | cAMP-dependent protein kinase catalytic subunit beta (Homo sapiens) + cAMP-dependent … | PKA-R2B holoenzyme dissociation; R2B truncated from residue 108, S112A mutant; 0% DMSO only, 100% 113 µM cGMP | 340,000 compounds, 0.079% hits;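 active = activation above a cutoff set at the mean over all compounds plus 3 SD, cut at about 18% in these data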;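 also: higher means more holoenzyme dissociation and a rise in polarization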
RTF Ca sens inh = cardiac RTF calcium sensitivity inhibitors, primary screen, biochemical, IANBD-TnC fluorescence, EC70 calcium. IANBD-labeled cardiac RTF, Ca2+ fluorescence. Troponin I, cardiac muscle (Homo sapiens) + Troponin T, cardiac muscle (Homo sapiens) + …. 340,000 compounds, 0.12% hits. inhibition, % at 7.15 µM. AID 493244, 2011;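 active = inhibition above the mean inhibition of all tested compounds plus 3 SD, cut at about 17% in these data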;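 also: assay run at fixed EC70 calcium of 1.6 mM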
NSD2 inh = NSD2 histone methyltransferase inhibitors, primary screen, biochemical, AlphaScreen, single concentration, set 2; AID 743445, 2014; NSD2 peptide methylation, 120 min; Histone-lysine N-methyltransferase NSD2 (Homo sapiens), O96028; 310,000 compounds, 0.54% hits; inhibition, % at 12.5 µM; in the data active = inhibition above about 50%
Keap1 Nrf2 FP = Keap1-Nrf2 protein-protein interaction inhibitors, primary screen, biochemical, fluorescence polarization, single point; Kelch-like ECH-associated protein 1 (Homo sapiens), Q14145; Keap1 Kelch-Nrf2 peptide fluorescence polarization, 1536-well; inhibition, % at 9.4 µM; 340,000 compounds, 0.15% hits; AID 504523, 2011; in the data active = inhibition above about 12%;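 also: human Keap1 Kelch domain with fluorescein labeled Nrf2 9mer peptide probe; 0% = neutral control wells and 100% = peptide positive control; higher means more block of Keap1 binding to Nrf2 peptide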
DAGLB inhibitor = DAGLB lipase inhibitors, primary screen, biochemical, fluorescence, HTS; Diacylglycerol lipase-beta (Homo sapiens), Q8NCG7; 340,000 compounds, 0.059% hits; AID 504411, 2011; HEK293T DAGLB membrane lysate, EnzChek fluorogenic substrate; inhibition, % at 5.17 µM; in the data active = inhibition above about 34%;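 also: 0% = enzyme with vehicle and 100% = wells lacking enzyme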
Target sequence (Q8NCG7 whole entry, looked up): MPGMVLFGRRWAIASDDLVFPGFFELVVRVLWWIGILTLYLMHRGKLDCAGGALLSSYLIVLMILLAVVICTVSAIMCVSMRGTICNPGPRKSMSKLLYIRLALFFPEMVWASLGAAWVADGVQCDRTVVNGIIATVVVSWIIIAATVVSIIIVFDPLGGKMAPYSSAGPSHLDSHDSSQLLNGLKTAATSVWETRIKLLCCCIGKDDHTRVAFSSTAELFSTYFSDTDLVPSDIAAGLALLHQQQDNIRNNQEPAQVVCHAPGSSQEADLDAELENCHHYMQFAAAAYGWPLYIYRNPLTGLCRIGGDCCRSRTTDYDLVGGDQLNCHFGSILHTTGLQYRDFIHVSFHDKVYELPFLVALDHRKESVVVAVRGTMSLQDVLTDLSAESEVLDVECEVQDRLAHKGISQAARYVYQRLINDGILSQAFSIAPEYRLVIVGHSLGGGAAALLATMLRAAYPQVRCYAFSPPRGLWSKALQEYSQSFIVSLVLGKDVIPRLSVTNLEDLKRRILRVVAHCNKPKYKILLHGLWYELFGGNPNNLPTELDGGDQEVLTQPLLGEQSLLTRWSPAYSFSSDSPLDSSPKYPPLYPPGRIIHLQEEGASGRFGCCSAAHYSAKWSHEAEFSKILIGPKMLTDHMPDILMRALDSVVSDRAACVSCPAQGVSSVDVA
SR-BI DiI inh = inhibitors of SR-BI mediated HDL lipid uptake, primary screen, ldlA[mSR-BI] cells, fluorescence, single point. inhibition, % at 12.5 µM. ldlA[mSR-BI] CHO cells, DiI-HDL uptake fluorescence, 3 h. AID 488896, 2010. Scavenger receptor class B member 1 (Mus musculus), Q61009. 320,000 compounds, 0.96% hits;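 active = mean replicate inhibition of at least 70% and a set share of replicates each scoring 70 or more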;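 also: 0% = median of neutral control wells and 100% = median of positive control wells; values of inactives mirror those of a sister screen read the other way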
SR-BI DiI-HDL act = activators of SR-BI mediated DiI-HDL uptake, primary screen, ldlA[mSR-BI] CHO cells, DiI fluorescence; 3 h; 100 = double the neutral-control signal; activation, % at 12.5 µM; 320,000 compounds, 0.096% hits;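 active = mean replicate activation of at least 60% and every replicate at or above 60%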;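 also: 0% = median plate neutral-control signal and 100% = twice that signal; values of inactives mirror those of a sister screen read the other way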
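Material – SR-BI-overexpressing, LDLR-lacking CHO cells · Medium – BSA-supplemented, HEPES-buffered Ham's F12, pH 7.4 · Doses – single concentration · Times – compound with DiI-HDL co-incubation, 3 h at 37 °C · Measured by – bottom-read fluorescence, 550/595 nm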
Arrestin-AP2 inh = inhibitors of beta-arrestin/AP2 binding, primary screen, biochemical, GPCR trafficking, flow cytometry; inhibition, % at 10 µM; FITC-arrestin peptide / GST-AP2 beads; AP2 beta2 appendage carries R879A mutation; AID 504490, 2011; beta-arrestin 1 C-terminal peptide binding to AP2 beta2-adaptin appendage (human); 340,000 compounds, 0.31% hits;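 active = inhibition above a set limit, near 3 SD of compounds lacking own fluorescence, cut at about 54% in these data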;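 also: plate controls were DMSO wells for no effect and 5 µM unlabelled arrestin peptide for full effect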
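System: GST-AP2 R879A glutathione beads | Also added: FITC-arrestin peptide, 50 nM | Times: 12 min plus 1 h, RT | Signal: Bead flow cytometry, FITC channel | Buffer or medium: PBS with 0.05% Tween 20 and 0.1% BSA | Read-out basis: Percent drop in bead-associated FITC signal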
An asterisk follows results filed as active; · = no result given. Rows were taken by chance. Share with any hit: about 2.1%.

SMILES	LANA DNA inh	PvdQ acylase	PKA-R2B act	RTF Ca sens inh	NSD2 inh	Keap1 Nrf2 FP	DAGLB inhibitor	SR-BI DiI inh	SR-BI DiI-HDL act	Arrestin-AP2 inh
CCC1=C(c2ccc(C)cc2)S(=O)(=O)N=C1N1CCC(C(=O)NCCCN2CCCCC2)CC1	-1.0	-15	-13	-2	0	0	-2	-16	16	-3
CCCCCN(C(=O)CCC(=O)OCC(=O)NCc1cccc(OC)c1)c1c(N)n(CCCC)c(=O)[nH]c1=O	-0.9	-4	10	5	-3	0	4	5	-5	2
COc1ccc(CC2(CO)CCN(Cc3ccc(NC(C)=O)cc3)CC2)cc1	3.3	5	3	-7	-8	0	0	-17	17	56*
NC(=O)CSc1nc2ccccc2c(=O)n1CCc1ccccc1	-0.1	-2	-5	-1	-1	-1	-4	10	-10	-18
COc1ccc(C(=O)OCC(=O)Nc2ccccc2)cc1[N+](=O)[O-]	-0.3	-1	-7	2	-7	-2	1	-1	1	4
Cc1cc(NS(=O)(=O)c2ccc(NC(=O)c3cccnc3)cc2)nc(C)n1	-1.3	-4	-6	-3	-3	-5	-3	-11	11	14
Cc1nonc1C(=O)N/N=C/c1ccccc1	-0.5	15	-3	1	-3	2	0	-8	8	23
CCn1cnnc1SCC(=O)c1c(N)n(C2CC2)c(=O)[nH]c1=O	0.0	-10	5	-3	-1	-1	0	1	-1	-12
COc1ccc(NC(=O)c2cccnc2SC)cc1OC	3.7	-3	-1	0	-2	3	3	-1	1	-2
COc1ccc(S(=O)(=O)NCc2ccco2)cc1NC(=O)c1ccccc1	-0.7	-16	0	4	-1	-6	0	·	·	0
CCOc1ccc(OCC)c(NC(=O)CN(c2ccc(C)cc2)S(=O)(=O)c2c(C)noc2C)c1	-0.2	-4	2	1	-3	-2	-8	8	-8	-6
COc1ccc(NC(=O)c2ccc(-c3ccc([N+](=O)[O-])cc3)o2)cc1OC	-0.1	-29	-4	2	0	-3	4	57	-57	3
O=C(NC1CCN(Cc2ccccc2)CC1)c1cccc(S(=O)(=O)Nc2cc(C(F)(F)F)ccc2Cl)c1	1.3	7	-6	4	-3	-1	8	-25	25	40
CC(=O)c1c(C)[nH]c(C(=O)CSc2nnc(-c3ccco3)o2)c1C	0.7	-2	6	-2	0	1	-2	64	-64	37
COc1ccc2c(CC(=O)Nc3ccccc3N3CCOCC3)coc2c1	0.6	-12	-5	-6	-3	-4	-2	2	-2	8
Cc1cccc(C)c1NC(=O)COC(=O)c1ccccc1[N+](=O)[O-]	-0.9	3	-7	-4	0	6	1	-23	23	-6
CC(=O)C1CCC2C3CC(C)C4=CC(=O)CCC4(C)C3C(=O)CC12C (stereo not drawn)	2.7	-6	-16	-9	0	2	-1	-36	36	3
O=C(/C=C/c1ccco1)Nc1ccc(Oc2ccccc2)cc1	-0.3	7	-22	6	28	-3	-2	-30	30	20
COc1ccc(CCNC(=O)COc2ccc(S(=O)(=O)N3CCCC3)cc2)cc1	0.2	-18	4	-2	2	-4	-2	-12	12	-8
O=C(NCCNC(=O)c1cc(Cl)ccc1Cl)c1ccco1	0.0	-16	6	0	5	-2	1	-18	18	5
Cn1c(=O)[nH]c(=O)c2c1nc(NCCCn1ccnc1)n2Cc1ccccc1	2.5	4	1	-4	-1	3	-1	-17	17	19
COc1ccc(-c2nnn(Cc3nc(N)nc(N4CCCCC4)n3)n2)cc1	-0.4	-13	2	-8	1	-2	-1	-6	6	-2
C[C@]12c3[nH]c4ccccc4c3CCN1C(=O)C(CC(=O)NCC13CC4CC(CC(C4)C1)C3)C[C@@H]2C(=O)N1CCCCC1 (stereo partly drawn)	0.7	8	-4	5	·	-4	1	-4	4	40
Cc1onc(-c2ccccc2)c1C(=O)Nc1nc2c(s1)CCCC2	-0.5	-8	-9	-5	10	-1	-2	57	-57	-1
Cc1cc2c(c(=O)n1C)C(C(C)C)C(C#N)=C(N)O2 (stereo not drawn)	-1.1	-4	3	-10	-3	4	2	-4	4	2

A stretch taken from the entries so far:
SMILES	LANA DNA inh	PvdQ acylase	PKA-R2B act	RTF Ca sens inh	NSD2 inh	Keap1 Nrf2 FP	DAGLB inhibitor	SR-BI DiI inh	SR-BI DiI-HDL act	Arrestin-AP2 inh
NC(=O)CSc1nc2ccccc2c(=O)n1CCc1ccccc1	-0.1	-2	-5	-1	-1	-1	-4	10	-10	-18
COc1ccc(C(=O)OCC(=O)Nc2ccccc2)cc1[N+](=O)[O-]	-0.3	-1	-7	2	-7	-2	1	-1	1	4
Cc1cc(NS(=O)(=O)c2ccc(NC(=O)c3cccnc3)cc2)nc(C)n1	-1.3	-4	-6	-3	-3	-5	-3	-11	11	14
Cc1nonc1C(=O)N/N=C/c1ccccc1	-0.5	15	-3	1	-3	2	0	-8	8	23
CCn1cnnc1SCC(=O)c1c(N)n(C2CC2)c(=O)[nH]c1=O	0.0	-10	5	-3	-1	-1	0	1	-1	-12
COc1ccc(NC(=O)c2cccnc2SC)cc1OC	3.7	-3	-1	0	-2	3	3	-1	1	-2
COc1ccc(S(=O)(=O)NCc2ccco2)cc1NC(=O)c1ccccc1	-0.7	-16	0	4	-1	-6	0	·	·	0

Next entries follow:
SMILES	LANA DNA inh	PvdQ acylase	PKA-R2B act	RTF Ca sens inh	NSD2 inh	Keap1 Nrf2 FP	DAGLB inhibitor	SR-BI DiI inh	SR-BI DiI-HDL act	Arrestin-AP2 inh
CC(=O)c1ccc(C(=O)Nc2ccc3c(c2)C(=O)NC3=O)cc1	1.3	-11	-5	-4	·	-4	4	0	0	1
c1ccc2c(CSc3ncnc4nc[nH]c34)cccc2c1	-0.5	-9	-2	5	1	0	-2	-10	10	2
COc1ccc(-c2noc3c2-c2nc(-c4ccccc4)sc2CC3)cc1	-0.5	-6	-5	-2	·	-1	-25	57	-57	11
O=C(Cn1ccc(C(F)(F)F)n1)N=Nc1c(O)[nH]c2ccccc12	0.8	12	-2	2	3	-2	2	-6	6	13
COc1cc2nc(SCc3ccc(F)cc3)n(Cc3cccs3)c(=N)c2cc1OC	-0.1	-19	-2	-3	-2	-2	-2	21	-21	1
C#CCN(C(=O)c1ccc(OC2CCN(Cc3ccccn3)CC2)cc1)C1CCCCC1	0.1	-13	6	-6	24	3	0	18	-18	-3
CCCOC(=O)C1=C(C)NC2=C(C(=O)CC(C)(C)C2)C1c1cccnc1 (stereo not drawn)	0.2	-6	-7	0	-2	5	0	-14	14	-9
CSc1oc(-c2ccccc2)nc1S(=O)(=O)c1ccc(F)cc1	0.4	-10	-6	1	-5	-4	-4	-8	8	-4
Cc1nn(C)cc1C(=O)Nc1c(C)nn(Cc2ccccc2Cl)c1C	1.5	4	-6	-4	·	-1	-2	11	-11	18
CN(C)CC(C)(C)CNC(=O)CC1C(=O)NCCN1Cc1ccc(-c2ccccc2)cc1 (stereo not drawn)	0.9	2	8	-6	0	0	-2	-2	2	-12
Cc1ccc(NC(=O)c2cc(S(=O)(=O)NCCC3=CCCCC3)ccc2F)cc1F	0.9	4	-6	11	12	2	-10	20	-20	·
COc1cc(C(=O)NCCOc2ccc(F)cc2)c(Br)c(OC)c1OC	-0.5	-5	12	3	-1	-5	1	11	-11	4
O=C(Nc1ccc(N2C(=O)C3CCCCC3C2=O)cc1Cl)c1cccs1 (stereo not drawn)	-0.8	-13	-5	-1	-3	1	1	18	-18	-5
O=C(O)C1CC(c2cccc(Br)c2)=NO1 (stereo not drawn)	0.7	5	-9	-8	·	3	-1	-10	10	19
O=C(O/N=C/c1ccc(Cl)cc1)C1CCCCC1	-2.4	8	-8	0	-5	-7	-5	-1	1	8
O=C(CSc1ccccc1C(=O)O)Nc1ccc2c(c1)OCO2	7.0	12	-16	-3	-3	-4	-1	-7	7	0
O=C1CCC(/C=C/c2ccccc2)=NN1	0.8	-7	-6	-4	1	0	0	-5	5	16
COc1ccc(N2CCN(S(=O)(=O)c3c(C)[nH]c(C)c3C(=O)N3CCCCC3)CC2)cc1	-0.3	-6	4	-2	9	-1	1	-19	19	1
COc1ccc(CNC(=O)C2CCCN(S(=O)(=O)c3ccccc3)C2)cc1 (stereo not drawn)	-0.1	-12	-1	-3	-1	-7	-5	1	-1	3
O=C(CCNC(=O)c1ccco1)NCCc1c[nH]c2ccccc12	0.0	-12	1	4	0	1	-1	-30	30	3
CC(=O)NCN1CCN(CNC(C)=O)CC1	-0.7	-17	5	6	-2	-2	1	-16	16	-1
COc1ccc(CNS(=O)(=O)c2ccc(-c3ccc(=O)[nH]n3)s2)cc1OC	-1.1	-2	1	-3	-5	3	1	3	-3	-18

An excerpt from above in order of molecular weight, rising:
SMILES	LANA DNA inh	PvdQ acylase	PKA-R2B act	RTF Ca sens inh	NSD2 inh	Keap1 Nrf2 FP	DAGLB inhibitor	SR-BI DiI inh	SR-BI DiI-HDL act	Arrestin-AP2 inh
O=C1CCC(/C=C/c2ccccc2)=NN1	0.8	-7	-6	-4	1	0	0	-5	5	16
O=C(Nc1ccc(N2C(=O)C3CCCCC3C2=O)cc1Cl)c1cccs1 (stereo not drawn)	-0.8	-13	-5	-1	-3	1	1	18	-18	-5
Cc1ccc(NC(=O)c2cc(S(=O)(=O)NCCC3=CCCCC3)ccc2F)cc1F	0.9	4	-6	11	12	2	-10	20	-20	·
